# From PubChem
# G9a inh: G9a (human) methyltransferase inhibition | G9a H3K9 monomethylation, AlphaScreen, 2 h | Q96KQ7 | Potency, µM (titrated, usually from 102 µM), without a hit: top-dose activity, negative = inhibition, usual class: inhibitors | hit rate 8.8% among 350,000; note: potency is the fitted concentration of half-maximal effect; % is set by controls: 0 for no effect and ±100 for the full control effect; nearly all actives have a fitted effect of over 75% in size
#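 AlphaScreen read-out: biotin-H3K9 peptide (500 nM) methylation by 20 nM enzyme with 20 uM SAM, 2 h at room temperature after 15 min compound preincubation; anti-monomethyl H3K9 antibody plus donor/acceptor beads, 10 min dark.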
# BAZ2B block: blocks human BAZ2B | Q9UIF8 | AlphaScreen BAZ2B-H3K14Ac peptide displacement | Potency, µM (series often up to 114 µM), for the others: at the highest dose activity change, negative = inhibition, usual class: inhibitors | hit rate 4.4% among 360,000 | AID 504333; note: potency is the fitted concentration of half-maximal effect; % is set by controls: 0 for no effect and ±100 for the full control effect; nearly all actives have a fitted effect of over 60% in size
#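 AlphaScreen luminescence quantifies BAZ2B engagement of H3K14Ac peptide; the protein and biotinylated peptide are both at 50 nM final, buffer PBS pH 7.4 with 0.01% Tween-20, all steps at room temperature.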
# ALOX12 inh: inhibitors of human 12S-lipoxygenase ALOX12. P18054. purified 12hLO, xylenol orange hydroperoxide absorbance. Potency, µM (highest dose often 108 µM), for the others: at the top dose activity change, negative = inhibition, actives largely listed as inhibitors. hit rate 1.1% among 580,000. AID 1671190; note: potency is the fitted concentration of half-maximal effect; % is set by controls: 0 for no effect and ±100 for the full control effect
#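 Hydroperoxide product was detected by ferrous iron/xylenol orange as the 573 to 405 nm absorbance ratio. Arachidonic acid at 40 uM (final) was turned over for 30 min at room temperature by 150 nM human 12hLO, pH 7.0 Hepes buffer, after 15 min compound preincubation.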
# HP1b chromo inh: inhibitors of HP1-beta chromodomain binding to methylated histone tails. Potency, µM (doses to about 114 µM), inactives show at the top dose activity change, negative = inhibition, usual class: inhibitors. AID 540317. hit rate 0.56% among 390,000. AlphaScreen HP1-beta / biotin-H3K9me3 peptide binding; note: potency is the fitted concentration of half-maximal effect; nearly all actives have a fitted effect of over 70% in size; inactives centre near 23
#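 HP1-beta protein (50 nM final) preincubated 30 min at room temperature with biotinylated H3(1-18)K9me3 peptide (50 nM) in PBS pH 7.4, 0.01% Tween-20, then compound added for 30 min. AlphaScreen streptavidin donor/nickel chelate acceptor beads (10 ug/mL final), 30 min dark, luminescence read.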
# GLS inhibitor: blocks human kidney-isoform glutaminase activity; O94925; GLS enzymatic activity, qHTS titration; Potency, µM (doses to about 45.5 µM), for inactives: top-dose activity change, negative = inhibition, hits mostly inhibitors; hit rate 0.21% among 410,000; AID 624170; note: potency is the fitted concentration of half-maximal effect; % is set by controls: 0 for no effect and ±100 for the full control effect
#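 Human kidney-isoform GLS in 45 mM KH2PO4 pH 8.2, 0.02% Tween-20, with compound, started with 1mM L-Glutamine (added stock). Glutamate oxidase/HRP/Amplex red coupled fluorescence read at start and after 30 min at RT.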
# ERG-DNA inh: blocks human ERG Ets domain binding to DNA. fluorescence polarization, His-ERG Ets domain / labelled DNA. P11308. hit rate 0.028% among 370,000. Potency, µM (titrated, usually from 76.9 µM), for inactives: top-dose FP activity, negative = inhibition, usual class: inhibitors; active = well fitted inhibition curve with a large enough effect in the polarisation, with a control signal flat; inconclusive = small, poorly fitted or top-dose-only effect, or effect the other way, or a change in a side signal; inactive = no such curve, though single readings can be large or run the other way; the % refers to the polarisation;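 note: polarization taken with two DNA probes labelled with fluorescein and Texas red; potency is the fitted concentration of half-maximal effect; % of control where 0% means no effect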
# Target sequence (P11308 whole entry, looked up, the tested form may be a part): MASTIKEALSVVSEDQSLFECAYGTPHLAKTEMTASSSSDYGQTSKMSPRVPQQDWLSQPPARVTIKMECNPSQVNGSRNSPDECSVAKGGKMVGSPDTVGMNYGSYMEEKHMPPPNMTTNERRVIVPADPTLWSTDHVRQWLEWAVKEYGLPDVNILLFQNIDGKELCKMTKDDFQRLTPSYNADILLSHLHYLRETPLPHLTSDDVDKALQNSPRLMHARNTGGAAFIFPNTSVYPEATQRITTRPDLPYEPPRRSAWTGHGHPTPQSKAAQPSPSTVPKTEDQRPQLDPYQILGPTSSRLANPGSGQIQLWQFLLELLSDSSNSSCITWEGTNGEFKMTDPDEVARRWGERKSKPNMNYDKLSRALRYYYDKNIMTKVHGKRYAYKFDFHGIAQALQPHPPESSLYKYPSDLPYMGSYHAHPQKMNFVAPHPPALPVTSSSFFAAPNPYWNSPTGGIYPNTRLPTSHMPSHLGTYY
#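 His-tagged ERG Ets domain (1 uM in the protein solution; 300mM KCl, 50mM Tris-HCl, 1mM EDTA, 1mM DTT, pH 7.5) received compound, then a probe mix of 5 nM fluorescein-DNA and 100nM Texas-615-DNA. Fluorescence polarization was read for both dyes.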
# RGS4 inhibitor: blocks human RGS4-accelerated GTP hydrolysis; Potency, µM (titrated, usually from 114 µM), for the others: at the top dose activity change, negative = inhibition, usual class: inhibitors; P49798; Transcreener GDP fluorescence polarization, RGS4-accelerated GTP hydrolysis; hit rate 0.039% among 390,000; note: potency is the fitted concentration of half-maximal effect; % is set by controls: 0 for no effect and ±100 for the full control effect; nearly all actives have a fitted effect of over 75% in size; some results filed as inactive show a strong effect at the top dose
#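 MLSMR compounds (23 nl, pin-transferred) preincubated 10 min at room temperature with a 500nM (2x) first reagent, then RGS4 at 900nM (2x) plus Transcreener GDP mix added; fluorescence polarization (620/688 nm) read before and after 90 min at 30 °C.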
# PI4K2A inh: inhibitors of human PI4K2A | hit rate 0.13% among 420,000 | purified PI4K2A, ADP-Glo luminescence, 1 h; stronger effect = lower value | activity change, negative = inhibition, % at 76.9 µM | AID 1346378 | Q9BTU6; in the data active = activity change below about -50%; inconclusive = mostly about -30% to -49%;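 note: -100% = wells without enzyme as full effect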
# Target sequence (Q9BTU6 whole entry, looked up): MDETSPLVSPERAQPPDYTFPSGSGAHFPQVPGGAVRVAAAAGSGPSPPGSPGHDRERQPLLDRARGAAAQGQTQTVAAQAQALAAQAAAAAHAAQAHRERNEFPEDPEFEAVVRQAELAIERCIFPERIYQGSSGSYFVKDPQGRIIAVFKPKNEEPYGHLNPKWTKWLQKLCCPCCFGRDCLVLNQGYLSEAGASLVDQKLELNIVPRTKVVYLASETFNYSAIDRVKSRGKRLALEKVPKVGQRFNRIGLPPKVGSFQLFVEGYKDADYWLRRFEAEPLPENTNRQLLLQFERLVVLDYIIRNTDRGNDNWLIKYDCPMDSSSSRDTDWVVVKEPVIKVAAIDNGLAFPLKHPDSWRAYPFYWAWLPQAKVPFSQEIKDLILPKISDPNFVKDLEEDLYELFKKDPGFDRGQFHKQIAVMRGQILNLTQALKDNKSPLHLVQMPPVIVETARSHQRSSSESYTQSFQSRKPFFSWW
#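 ADP-Glo luminescence measured ADP generated by PI4K2A enzyme (4 ug/mL before mixing) with 1.2 mM PI substrate (pre-mix) and 300 microM ATP (pre-mix). Tris pH7.5 buffer with MgCl2, Triton X-100; 1 h reaction at ambient temperature.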
# JMJD2A Tudor inh: inhibitors of human JMJD2A Tudor domain. AID 504339. O75164. Potency, µM (highest dose often 114 µM), for inactives: at the top dose activity change, negative = inhibition, usual class: inhibitors. hit rate 4.4% among 390,000. AlphaScreen JMJD2A-Tudor / H3K4me3 peptide binding; note: potency is the fitted concentration of half-maximal effect; % is set by controls: 0 for no effect and ±100 for the full control effect; nearly all actives have a fitted effect of over 50% in size
# An asterisk follows results filed as active; i = inactive; ? = inconclusive; . = no result given; & = joins results of further samples; [ ] = another dose, or the depositor's remark. Unless noted, calls come from the whole dose curve; as a rule, active = well fitted curve in the direction sought with a large enough effect; inconclusive = small, poorly fitted or top-dose-only effect, or another doubt; inactive = no such curve, though single readings can be large; an effect the other way counts as inactive or inconclusive. The list is partial; the hit share may differ from the screen's.
SMILES,G9a inh,BAZ2B block,ALOX12 inh,HP1b chromo inh,GLS inhibitor,ERG-DNA inh,RGS4 inhibitor,PI4K2A inh,JMJD2A Tudor inh
C/C(=N\NC(=O)c1ccc(O)cc1)c1ccc(NC(=O)Cc2ccccc2)cc1,?,2.7%,i,34.2%,13.7%,1.1%,-12.3%,-4.6,-19.9%
CN(C)S(=O)(=O)c1ccc(C(=O)NCCOc2ccccc2)cc1,11.1%[59 µM],8.7%,0.0%,24.3%,-17.6%,-12.2%,1.8%,5.8,0.0%
Cc1ccc(NC(=O)C(CC(C)C)NC(=O)C2CCC(C)CC2)nc1 (stereo not drawn),24.4%[59 µM],-5.7%,0.0%,37.3%[activator],-1.9%,-2.7%,18.5%,1.2,-1.5%
COc1ccc(NC(=O)NNC(=O)c2cc(C3CC3)nc3ccccc23)c(OC)c1,.,-4.0%,163.5%[activator],19.2%,-28.2%,4.7%,25.1%,-0.8,-29.9%
O=C(CSc1ccc(Cl)cc1)NC1CCCC1,19.0%[59 µM],6.5%,0.0%,27.8%,-0.7%,5.4%,15.4%,0.3,3.6%
CCOc1ccc(CCNC(=O)c2cc(C)nc3c2c(C)nn3-c2cccc(F)c2)cc1,-0.7%[59 µM],15.0%[57.1 µM],1.8%,7.8%,1.4%,-0.5%,6.3%,-1.9,-2.9%
Cc1nn(CCOc2ccccc2)c(=O)n1-c1ccc(Cl)cc1,-4.9%,4.2%,14.8%,38.3%,-10.0%,-4.0%,5.6%,-0.3,8.2%
COc1ccccc1CCC(=O)OCC(=O)Nc1cccc(S(=O)(=O)N2CCCCC2)c1,9.5%[0.501 µM],55.4%[activator],5.3%,8.3%,2.7%,5.4%,11.2%,-1.3,-18.6%
CCN(CC)c1ccc(C(=O)NNC(=O)CN2C(=O)NC3(CCCCC3)C2=O)cc1,9.0%[2.33 µM],8.6%,0.5%,22.5%,21.4%,11.7%,-21.9%,1.2,-6.9%
CCN(CC)CCn1c(NCc2nc3ccccc3n2Cc2ccccc2)nc2ccccc21,?,?,16.7%,6.1%,25.5%,4.8%,-16.8%,-8.5,?
COc1ccc(-n2nnc3c(=O)n(CC(=O)Nc4cc(C)on4)cnc32)cc1OC,-3.8%,-14.5%,36.8%[activator],33.9%,0.4%,9.4%,-9.4%,1.1,-12.3%
Cc1ccc(-n2ncc3c2CC(C)(C)CC3NC(=O)CCc2cccnc2)cc1 (stereo not drawn),.,-4.9%,.,17.5%,-4.5%,1.7%,33.1%,-1.5,-6.2%
COc1ccc(C(=O)N/N=C\C(C)=C\c2ccccc2)cc1OC,.,.,i,3.3%,0.9%,9.1%,11.3%,3.2,-20.2%
CCC1CN(S(=O)(=O)c2cc(-c3onc(C)c3C)ccc2C)c2cc(Cl)ccc2O1 (stereo not drawn),3.7%[59 µM],0.5%,?,33.1%,8.2%,-1.9%,-18.1%,-3.9,11.0%
O=C(Cn1c(=O)n(Cc2ccccc2)c(=O)c2sc3ccccc3c21)Nc1ccc(F)cc1,-26.4%[59 µM],1.8%,-31.9%,0.6%,-21.8%,-4.4%,10.5%,-6.4,-10.9%
Cc1ccc(S(=O)(=O)N2CCN(C(=O)NCc3ccc(F)cc3)CC2)c(C)c1,2.5%,10.8%,?,-9.3%,-8.1%,17.5%,-1.4%,-0.3,1.4%
Cc1ccc(C2N(c3ccc(Cl)c(Cl)c3)C(=O)C3CCCN32)o1 (stereo not drawn),-17.7%[12.7 µM],3.1%,0.0%,59.8%[activator],8.9%,-1.1%,11.9%[56.9 µM],3.2,-9.2%[57.1 µM]
COc1ccccc1NS(=O)(=O)c1cccc(C(=O)N/N=C2\CC(=O)CC(C)(C)C2)c1,-5.7%,0.6%,17.8%,14.6%,27.5%,9.9%,22.9%,4.5,-22.5%
CCCCN(C)C/C(O)=C(\C#N)c1nc(-c2ccccc2)cs1,39.8µM*,?,2.6%,-3.4%,31.2%[activator],-9.3%,-14.7%,-1.2,?
CNc1ccc(Cl)cc1C(N)=O,-1.5%,4.4%,?,38.7%,20.5%,4.6%,-6.0%,10.1,0.7%
Cc1ccc(C(C)C)c(OCC(=O)NS(=O)(=O)c2ccc(Cl)cc2)c1,4.9%,-9.7%,46.7%[activator],18.2%,?,-4.6%,8.3%,1.1,-2.1%
CCOc1ccc(CNC(=O)CCC(=O)N2CCSc3ccccc32)cc1,17.0%,-4.7%&-26.3%,10.1%&-2.6%,23.3%&14.3%,0.5%&1.3%,0.0%&-4.8%,13.1%&21.9%,1.7&1.9,-18.3%&-14.3%
c1ccc2[nH]c(CSc3ncnc4c3oc3ccccc34)nc2c1,4.6%[12.7 µM],-9.7%,20.6%,61.0%[activator],2.3%,9.4%,-20.7%,-0.8,-23.1%
CC1(C)C=Cc2cc3ccc(=O)oc3cc2O1,-39.3%[2.33 µM],5.7%,-21.6%,41.4%[activator],3.8%,0.8%,10.8%,-4.5,-9.5%
CCN(c1ccccc1)S(=O)(=O)c1cc(CN2C(=O)c3cccnc3C2=O)ccc1OC,-10.7%,?,-29.7%,25.5%,-2.7%,0.2%,5.5%,-2.3,-2.1%
NC(=O)CSc1nnnn1-c1cccc(Cl)c1,-4.2%[59 µM],29.7%,-26.3%,39.8%[activator],2.4%,0.0%,8.2%,1.0,6.3%
COc1cccc(CSc2nc3ccncc3[nH]2)c1,21.6%,15.8%,4.1%,31.6%,-4.4%,-16.0%,-3.6%,-10.0,-5.6%
COc1ccc(CCNc2cc(C)nc3c(-c4ccc(Cl)cc4)c(C)nn23)cc1OC,49.1%[activator][59 µM],3.1%,29.9%,43.0%[activator],-9.1%,-3.3%,-34.1%,6.3,-2.1%
CCOC(=O)c1cc(S(=O)(=O)N2CCC(C)CC2)cn1C,.,-5.2%,-20.2%,37.1%,-3.6%,-14.9%,6.3%,0.6,1.7%
O=C(NC1CCCC1)c1ccc([N+](=O)[O-])s1,-1.6%[59 µM],-26.2%,-10.7%,32.3%,2.7%,-7.0%,13.1%,-17.3,-25.8%
Clc1cc(Br)ccc1OCCCn1ccnc1,?,50.1µM*,?,?,2.6%,-10.1%,4.7%,-0.2,22.4µM*
Cn1nc(-c2ccc(Cl)cc2)c2cc(C(=O)NCCCN3CCOCC3)sc21,-45.0%,-15.8%,.,9.6%,-3.2%,-1.1%,-19.5%,-5.6,-19.3%
CCOC(=O)[C@H]1[C@H]2COc3ccc(OC)cc3[C@@H]2N2C(=O)CN(CC3CCCO3)C(=O)[C@@]12C (stereo partly drawn),-1.7%[0.501 µM],-0.5%,5.1%,32.6%,-5.2%,-4.7%,6.1%,-0.3,-21.4%
CC(=O)c1ccc(OCC(=O)Nc2ccc(N3CCCCC3)cc2)cc1,-17.2%[12.7 µM],44.7µM*,15.9%,?,21.8%,9.7%,2.3%,-4.0,?
Cc1occc1C(=O)N/N=C/c1cnn(C)c1C,8.5%[59 µM],12.1%,-6.0%,28.8%,9.7%,4.7%,3.3%,-16.6,-8.1%
CC(C)=CCCC(C)N(C=O)C(C)CCC=C(C)C (stereo not drawn),.,.,318.2%[activator],50.6%[activator],8.9%,0.6%,-16.5%,6.6,-3.2%
CCC(OC(=O)c1nsc(Cl)c1Cl)C(=O)NCc1cccs1 (stereo not drawn),-47.3%[59 µM],4.7%,-7.5%,22.2%,4.0%,6.1%,0.4%,5.7,-17.6%
O=C1CCC/C(=N\NC(=O)c2ccc(CSc3cccc4cccnc34)cc2)C1,10.9%,-5.2%,4.9%,50.7%[activator],18.1%,8.9%,-8.0%,-0.3,3.1%
N#CCSc1ncccc1-c1nc2ccccc2[nH]1,9.4%[59 µM],-5.0%,0.0%,22.7%,0.0%,9.7%,-25.5%,-2.5,-13.6%
COc1ccc(-c2nc3cc([N+](=O)[O-])ccc3o2)cc1,17.1%,-1.6%,-1.9%,26.5%,-3.7%,-2.7%,15.6%,1.7,-17.9%
Cc1ccc(CNC(=O)CN2C(=O)c3ccccc3S2(=O)=O)cc1,14.7%,0.0%,-17.9%,-0.3%,13.4%,-4.5%,13.6%,1.8,0.7%
COc1ccc(NC(=O)CS(=O)(=O)c2ccc(Br)cc2)cc1,-3.2%,-18.2%,.,-1.9%,-10.3%,-5.8%,9.5%,-0.8,-5.6%
O=C(c1ccccc1)c1ccc2cc(O)ccc2c1,-1.4%,-12.6%,?,21.5%,-26.3%,14.0%,5.0%,?,-13.6%

# Single records, as listed above. Values in the order: G9a inh	BAZ2B block	ALOX12 inh	HP1b chromo inh	GLS inhibitor	ERG-DNA inh	RGS4 inhibitor	PI4K2A inh	JMJD2A Tudor inh
# COc1ccc(NC(=O)CS(=O)(=O)c2ccc(Br)cc2)cc1 as listed: -3.2%	-18.2%	.	-1.9%	-10.3%	-5.8%	9.5%	-0.8	-5.6%
# Cc1ccc(CNC(=O)CN2C(=O)c3ccccc3S2(=O)=O)cc1 as listed: 14.7%	0.0%	-17.9%	-0.3%	13.4%	-4.5%	13.6%	1.8	0.7%
# COc1ccc(-c2nc3cc([N+](=O)[O-])ccc3o2)cc1 as listed: 17.1%	-1.6%	-1.9%	26.5%	-3.7%	-2.7%	15.6%	1.7	-17.9%
